# Screens (PubChem BioAssay)
# Tat export inh: inhibitors of E. coli Tat protein transport; inhibition, % at 10 µM; E. coli MC4100 TorA-mCherry Tat export, fluorescence; AID 488895; actives 0.036% (n = 340,000);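 active means mean replicate inhibition at least 50% and at least half of replicates individually reaching 50%; inconclusive means only one of the two criteria met; inactive means neither criterion met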;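 further: exported cargo escapes ClpAP degradation while cytoplasmic cargo is degraded and loses fluorescence; 0% = median of neutral control wells and 100% = median of NaSCN control wells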
# RTF Ca sens act: increases calcium sensitivity of human cardiac regulated thin filaments; IANBD-labeled TnC RTF fluorescence at EC20 calcium; 0% EC20 calcium, 100% full calcium; actives 0.24% (n = 340,000); AID 493008; activation, % at 7.2 µM;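 active means activation above the mean over all tested compounds plus 3 SD, cut at about 30% in these data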;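 further: rise in fluorescence read as greater calcium sensitivity of cardiac thin filaments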
# Rtt109 Vps75: C. albicans Rtt109 histone acetyltransferase inhibition; actives 0.16% (n = 330,000); purified Rtt109/Vps75, ThioGlo CoA-SH fluorescence, 4 h; AID 540336; inhibition, % at 34.9 µM; Q5AAJ8;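 active means inhibition of at least 50% in every replicate; inconclusive means best replicate reaches 50% inhibition but some replicates fall short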
# CAL PDZ FP-1: inhibitors of human CAL PDZ peptide binding. Q9HD26. purified CAL PDZ, TMR-peptide fluorescence polarization, 1 h. inhibition, % at 20 µM. actives 0.02% (n = 330,000). AID 504414;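 active means highest replicate inhibition of at least 40%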;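 further: plate controls were DMSO neutral control wells for no effect and unlabeled competitor peptide control wells for full effect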
#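 Material – purified CerCALP PDZ construct · Detection – FP readout, S and P plane fluorescence · Measure – percent inhibition from loss of millipolarization · Controls – unlabelled peptide for full inhibition, DMSO wells as neutral · Probe or stimulus – TMR-labelled reporter peptide T*-PRC34 bound in PDZ groove · Times – 1 h at RT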
# MITF TRPM1 HTS: MITF TRPM1 promoter activation in melanoma cells; actives 0.75% (n = 300,000); AID 588334; SK-MEL-5 TRPM1-promoter luciferase, 24 h; % of positive control, neutral wells = 0; activation, % at 12.5 µM;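 active means mean activation of at least 80% with every replicate also reaching 80%; inconclusive means mean reaches 80% but some replicate falls short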;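 further: 0% = neutral control wells and 100% = parthenolide positive control wells; values of inactives mirror those of a sister screen read the other way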
# CAL PDZ FP-2: blocks peptide binding to the human CAL PDZ domain | inhibition, % at 24.9 µM | actives 0.92% (n = 300,000) | AID 602252 | Q9HD26 | purified CAL PDZ, TMR-peptide fluorescence polarization, 1 h;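 active means mean inhibition of at least 30% with at least half of replicates also reaching 30%; inconclusive means no clear call, values can overlap the other calls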;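 further: 0% = DMSO neutral control and 100% = excess unlabeled competitor peptide PRC23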
# V-ATPase pH: regulators of yeast V-ATPase proton transport | S. cerevisiae, pHLuorin cytosolic pH fluorescence | AID 504577 | actives 0.37% (n = 350,000) | response, % at 10 µM; in the data active means response mostly above about 7.3%, no sharp cut-off; inactive means mostly below about 5.4%; further: actives read high; inactives centre near 0; some compounds called inactive have numbers as strong as hits
# Wnt bcat act: Wnt/beta-catenin pathway activation | Wnt/beta-catenin reporter cell assay, activator, plate reader | activation, % at 9.35 µM | actives 1.2% (n = 300,000) | AID 743398; in the data active means activation above about 30%, passing the limit was not always enough; inconclusive means no clear call, values can overlap the other calls;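 further: 0% = neutral control wells and 100% = positive control wells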
# dFosB act: activators of mouse delta FosB homodimer. actives 0.99% (n = 340,000). purified delta FosB, TAMRA-CDK5 oligo fluorescence polarization; percent of positive-control signal above neutral wells. activation, % at 25 µM. P13346;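 active means mean activation above about 17%, with every replicate also reaching it, limit read from the data, passing the limit was not always enough; inconclusive means only one of the two conditions met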;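 further: fluorescence polarization rise as delta FosB binds a TAMRA Cdk5 AP-1 oligo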
# Target sequence (P13346 whole entry, looked up): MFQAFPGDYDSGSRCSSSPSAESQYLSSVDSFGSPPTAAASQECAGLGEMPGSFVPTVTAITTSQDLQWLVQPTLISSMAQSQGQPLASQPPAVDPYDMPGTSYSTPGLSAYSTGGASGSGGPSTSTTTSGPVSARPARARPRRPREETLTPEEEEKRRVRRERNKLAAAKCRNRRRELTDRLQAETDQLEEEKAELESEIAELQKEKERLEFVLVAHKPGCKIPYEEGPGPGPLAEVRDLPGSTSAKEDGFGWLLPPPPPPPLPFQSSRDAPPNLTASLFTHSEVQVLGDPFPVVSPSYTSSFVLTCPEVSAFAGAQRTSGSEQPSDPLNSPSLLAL
# CDK5 inh: inhibitors of human CDK5/p35 kinase | Recombinant CDK5/p35, ADP-Glo luminescence, 60 min | actives 0.01% (n = 330,000) | inhibition, % at 10 µM | Q00535+Q15078;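 active means highest replicate inhibition of at least 50% and at least 75% of replicates reaching 50%; inconclusive means only one of the two criteria met; inactive means both criteria failed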;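 further: plate controls were DMSO neutral control for no effect and GW8510 at 10 µM for full effect; many of its hits are not listed in these tables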
# Target sequence (Q00535 whole entry, looked up): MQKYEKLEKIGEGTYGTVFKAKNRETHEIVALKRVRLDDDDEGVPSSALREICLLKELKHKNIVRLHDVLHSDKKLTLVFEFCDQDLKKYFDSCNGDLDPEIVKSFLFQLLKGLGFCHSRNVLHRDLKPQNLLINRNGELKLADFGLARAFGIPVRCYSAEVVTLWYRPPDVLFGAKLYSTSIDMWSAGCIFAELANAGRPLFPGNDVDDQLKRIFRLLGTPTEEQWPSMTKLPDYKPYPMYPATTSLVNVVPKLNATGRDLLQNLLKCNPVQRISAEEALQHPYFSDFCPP
# Target sequence (Q15078 whole entry, looked up): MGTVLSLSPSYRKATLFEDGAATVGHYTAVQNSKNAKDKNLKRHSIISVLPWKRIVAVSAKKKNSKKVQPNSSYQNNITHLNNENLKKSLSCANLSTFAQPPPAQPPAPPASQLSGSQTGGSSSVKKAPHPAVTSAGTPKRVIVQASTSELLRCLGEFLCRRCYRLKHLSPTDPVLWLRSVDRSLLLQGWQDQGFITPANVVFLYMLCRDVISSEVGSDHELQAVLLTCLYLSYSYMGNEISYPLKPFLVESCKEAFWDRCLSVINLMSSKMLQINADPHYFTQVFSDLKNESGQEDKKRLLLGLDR
# Active calls of the source: *; ? = inconclusive; . = no result given. Rows were taken by chance (roughly 4.1% active in at least one column).
Tat export inh,RTF Ca sens act,Rtt109 Vps75,CAL PDZ FP-1,MITF TRPM1 HTS,CAL PDZ FP-2,V-ATPase pH,Wnt bcat act,dFosB act,CDK5 inh,Molecule
-0.8,6.7,-7.5,-1.2,4.4,-6.0,-0.5,1.6,2.9,1.3,O=C(NC(=S)NCCc1ccccc1)C1CCCCC1
4.7,-1.4,-2.9,.,4.5,-3.1,-2.1,-0.9,-3.3,-0.2,CCOC(=O)Cn1cc(/C=N/NC(=O)c2ccc(C#N)cc2F)c2ccccc21
0.2,1.0,11.4,-1.6,13.2,-3.2,-2.4,1.0,-3.2,-1.2,C=CCNC(=S)NNC(=O)COc1cccc(Cl)c1
8.3,-2.8,-6.2,-3.2,-10.6,-4.7,-1.4,1.7,-4.6,0.6,COc1ccc(CNC(=O)CNC(=O)CNS(=O)(=O)c2ccc(C)c(C)c2)cc1
0.9,52.1*,8.9,-3.0,-12.0,0.2,2.1,.,-9.7,1.2,CCN1CCc2c(sc(NC(=O)c3ccc(S(=O)(=O)N(C)c4ccccc4)cc3)c2C(=O)NC)C1
3.5,-1.7,.,-1.1,.,1.7,3.1,1.0,-10.2,0.4,CCCCCCc1nnc(NC(=O)OCC)s1
2.3,2.6,1.5,0.1,8.4,6.2,-2.6,-0.3,2.9,-0.1,COC(=O)c1oc2ccccc2c1NC(=O)CN1CCCC1
-6.3,1.7,5.6,-3.0,.,-4.7,3.9,11.2,1.8,-0.1,COc1ccccc1NC(=O)c1c[nH]c2ccccc12
2.4,-7.6,-10.0,-2.6,-6.4,-3.8,0.6,-3.3,-6.9,-0.7,CC1CCC(NC(=O)c2nc(Cn3ccc([N+](=O)[O-])n3)no2)CC1 (stereo unspecified)
-2.5,7.2,-4.8,-4.2,-7.3,-1.7,-1.6,-1.9,8.4,1.1,O=C(O)c1cc(-c2ccc3c(c2)OCO3)nc2ccccc12
-6.4,17.1,12.3,-1.8,5.9,-8.5,2.7,1.2,-6.8,1.5,CC(=O)N1CCc2c(sc(NC(=O)C3CCCN3S(=O)(=O)c3cccs3)c2C(N)=O)C1 (stereo unspecified)
17.1,-1.6,-1.4,-1.1,46.0,6.2,1.7,0.5,-7.2,1.5,Cc1cc(C)n2nc(C(=O)Nc3ccc4c(c3)OCCO4)nc2n1

# Copied from the list.
# C=CCNC(=S)NNC(=O)COc1cccc(Cl)c1 – RTF Ca sens act = 1.0
# COc1ccc(CNC(=O)CNC(=O)CNS(=O)(=O)c2ccc(C)c(C)c2)cc1 – CAL PDZ FP-2 = -4.7

# Continuation:
Tat export inh,RTF Ca sens act,Rtt109 Vps75,CAL PDZ FP-1,MITF TRPM1 HTS,CAL PDZ FP-2,V-ATPase pH,Wnt bcat act,dFosB act,CDK5 inh,Molecule
-4.0,-5.0,.,-2.2,-4.3,-0.3,-1.5,-1.5,0.2,-0.4,O=C(O)c1cnc(-c2ccccc2)nc1-c1ccccc1
-4.3,-5.1,-16.3,-2.4,2.5,-2.2,-1.4,-1.0,1.7,0.4,CN(C)C(=O)c1ccc(NC(=O)c2cc(-n3cnnc3)ccc2Cl)cc1
-2.8,0.1,4.5,-3.8,1.9,-3.1,-2.2,-4.7,-2.7,-0.6,COc1ccc(C)cc1NC(=O)C(c1ccccc1)N1CCN(CC(=O)NC2CC2)CC1 (stereo unspecified)
0.7,5.0,-0.9,-0.8,66.2,-11.3,5.0,55.3*,-1.6,-3.0,Clc1ccccc1Nc1nc(-c2cccnc2)cs1
4.5,0.4,-8.2,-3.6,.,-3.6,2.1,0.1,-4.2,-0.4,O=C(Nc1ccc(S(=O)(=O)Nc2ncccn2)cc1)C1CC(=O)N(c2ccc(Cl)cc2)C1 (stereo unspecified)
-6.0,1.2,-3.5,-2.1,23.1,0.1,-80.9,13.3,1.1,-0.2,Fc1cccc(Cl)c1CSC1=NCCS1
3.0,2.5,7.9,-0.3,4.4,-6.1,-5.7,-5.5,-2.1,1.8,Cc1sc2nc(CSc3ccccc3)nc(N3CCN(C)CC3)c2c1C
-1.1,-0.6,7.3,-0.5,-1.2,0.8,4.9,0.3,-4.2,0.9,O=C(NCC1CCCO1)C1CCCN(Cc2cnn(-c3ccccc3)c2-n2cccc2)C1 (stereo unspecified)
4.0,5.0,1.7,-2.8,.,-1.4,-2.2,-2.0,-8.4,1.3,CCOc1cc(CN2CCCC(N3CCN(c4ccc(F)cc4)CC3)C2)ccc1OC (stereo unspecified)
1.0,-3.9,-3.4,0.5,?,-5.4,1.4,-0.2,-5.7,.,CCCOc1ccc(-c2c(=O)n(OCc3ccc([N+](=O)[O-])cc3)c3ccccc3[n+]2[O-])cc1
4.2,-3.4,3.0,-2.0,3.9,-3.3,9.1,-1.3,-8.3,.,Cc1ccc(CS(=O)Cc2ccc(C(=O)N3CCN(c4ccc(F)cc4)CC3)o2)cc1 (stereo unspecified)
1.8,-1.6,-7.4,-1.2,8.2,-4.1,0.5,1.0,-1.5,0.9,N#Cc1cccc(NC(=O)Nc2cccs2)c1
-8.3,7.3,0.9,-1.5,35.9,2.3,0.0,23.5,-0.7,-3.1,COc1ccc(/C=N/NC(=O)c2ccoc2C)cc1O
-3.2,-4.3,-1.1,0.9,-3.2,-0.6,-2.1,-0.6,-3.2,-0.6,CCCn1c(N)c(N(CCOC)C(=O)c2ccc(S(=O)(=O)N3CCOCC3)cc2)c(=O)[nH]c1=O
-1.1,2.1,-5.5,-0.7,.,0.9,8.2,.,2.9,-1.0,Cc1c(O)ccc(C(=O)COc2ccccc2F)c1O
1.2,2.5,2.1,-0.9,5.7,2.1,-4.1,-1.5,-5.9,2.6,CC(C)CCNC(=O)COc1ccc(C(=O)c2ccccc2)cc1
-1.6,10.4,-4.3,-4.1,12.6,-5.1,1.1,-1.6,3.8,-1.7,O=C(Nc1nc2ccccc2s1)c1cc(-c2ccco2)nc2ccccc12
0.8,-1.6,-4.3,-0.9,-10.4,-1.9,0.6,7.2,-6.5,-2.7,Cc1ccc(NC(=O)Cn2cc(C(=O)C3CC3)c3ccccc32)c(C)c1
10.0,-5.7,6.4,-2.7,1.7,0.3,-1.1,-2.2,-3.4,.,CCn1c(=S)sc2c(=O)n(CC(=O)Nc3ccccc3OC)c(C)nc21
28.8,12.2,0.0,-0.3,-2.6,5.7,4.8,-8.6,1.6,0.1,COCCNC(=O)C1=NOC(Cn2cc(C#N)c(=O)n(C)c2=O)C1 (stereo unspecified)
-5.2,-4.8,15.7,-0.4,-31.1,1.6,2.9,-12.3,-7.1,-0.1,O=C(O)c1cccc(NC2=C(Cl)C(=O)c3ccccc3C2=O)c1
9.5,7.9,1.1,-1.1,.,.,-0.4,-1.6,-17.4,-0.4,COc1ccc(N(C(=O)c2cccnc2)S(=O)(=O)c2ccc(F)cc2)cc1
0.4,-1.9,6.7,-1.0,5.7,-5.0,0.6,-2.4,-0.1,0.3,COc1ccc(NCC(O)Cn2cnc3c2c(=O)n(C)c(=O)n3C)cc1 (stereo unspecified)
3.3,-1.6,-3.1,-2.6,-3.1,-3.6,-3.1,3.8,-9.8,-2.1,CC(=O)Nc1cccc(NC(=O)CS(=O)(=O)c2cn(CC(=O)N3CCCC3)c3ccccc23)c1

# In the list so far, these contain a COOH group.
Tat export inh,RTF Ca sens act,Rtt109 Vps75,CAL PDZ FP-1,MITF TRPM1 HTS,CAL PDZ FP-2,V-ATPase pH,Wnt bcat act,dFosB act,CDK5 inh,Molecule
-2.5,7.2,-4.8,-4.2,-7.3,-1.7,-1.6,-1.9,8.4,1.1,O=C(O)c1cc(-c2ccc3c(c2)OCO3)nc2ccccc12
-4.0,-5.0,.,-2.2,-4.3,-0.3,-1.5,-1.5,0.2,-0.4,O=C(O)c1cnc(-c2ccccc2)nc1-c1ccccc1
-5.2,-4.8,15.7,-0.4,-31.1,1.6,2.9,-12.3,-7.1,-0.1,O=C(O)c1cccc(NC2=C(Cl)C(=O)c3ccccc3C2=O)c1

# New compounds follow
Tat export inh,RTF Ca sens act,Rtt109 Vps75,CAL PDZ FP-1,MITF TRPM1 HTS,CAL PDZ FP-2,V-ATPase pH,Wnt bcat act,dFosB act,CDK5 inh,Molecule
14.9,51.8*,-37.3,-0.9,-1.5,-0.4,0.4,.,-2.8,0.3,CCCC1C2CN(C(C)C)CC=C2C(C#N)=C(N)C1(C#N)C#N (stereo unspecified)
6.8,3.8,-0.9,0.0,-5.9,0.2,-4.1,-0.1,-5.1,-3.7,CCCC1/C(=N/O)CC(c2ccccc2)NC1c1ccccc1 (stereo unspecified)
0.3,1.4,-3.6,-1.4,2.1,-5.1,0.0,-0.3,-0.9,-1.1,COc1cc(/C=N/NC(=O)c2cccnc2)ccc1OCC(=O)N1CCOCC1
-6.5,.,-5.2,-0.6,-4.0,3.0,0.7,-1.3,0.2,-0.5,CC(C)(C)c1cnnn1-c1cccc([N+](=O)[O-])c1
-7.1,-6.9,-20.1,-2.5,8.0,4.9,-1.1,-0.2,4.0,-0.4,Cc1nn(-c2cccc3cccnc23)c(=O)c2ccccc12
-0.9,2.2,1.9,-0.2,-0.6,36.8*,1.4,-0.1,2.3,-0.1,Cc1nnsc1C(=O)N1CCN(c2ccc(F)cc2)CC1
1.8,-3.8,-7.7,-0.3,-5.2,2.0,-0.1,.,4.3,-1.0,O=C(NC(NCCCN1CCOCC1)(C(F)(F)F)C(F)(F)F)C1CCCCC1
-5.9,-2.4,4.9,0.3,12.1,4.9,4.6,0.6,-1.8,-1.0,COc1cc(CN2CCC(CO)(CCOc3ccccc3)CC2)cc(OC)c1
-1.9,0.3,-4.6,-0.2,0.1,.,-1.3,.,-3.1,-1.2,CCC(C)NC(=O)CSC1=Nc2ccccc2C2=NC(CCC(=O)NCc3ccco3)C(=O)N12 (stereo unspecified)
-0.4,6.7,23.6,1.1,-26.7,1.5,0.1,.,0.0,4.4,CCOc1cc(/C=C(/C#N)C(=O)Nc2ccc(O)cc2)cc(Br)c1O
-2.5,-9.4,3.5,-0.4,-7.2,0.4,1.6,-0.3,2.2,-0.5,Cc1cc(C(=O)NCc2ccccc2)no1
-4.7,-4.0,3.9,-2.2,-0.4,-3.3,-2.1,-2.9,-5.1,1.7,O=C(NCC(c1ccco1)N1CCCCC1)c1cccc(S(=O)(=O)Nc2ccc(F)cc2)c1 (stereo unspecified)
7.3,-0.6,5.5,-1.6,13.4,.,-1.2,.,-0.2,0.0,Cc1ccsc1CN1CCN(c2ccccn2)CC1
5.3,-1.5,-3.0,-0.9,-12.3,-2.3,2.9,-1.2,3.2,-0.3,COc1ccc(S(=O)(=O)N(C)CC(=O)N2CCN(C)CC2)cc1Cl
-1.0,2.0,-2.3,.,-10.1,-2.0,-2.5,.,-6.9,-0.3,COc1ccc(C(=O)Nc2ccccc2-c2nnn(CC(=O)NCc3ccco3)n2)cc1
-1.3,-2.5,-3.6,-2.8,-11.7,2.1,2.7,-0.9,-8.9,1.2,O=C(NCc1ccc2c(c1)OCO2)C(=O)NCC1OCCN1S(=O)(=O)c1ccc(F)cc1 (stereo unspecified)
